Bioassay records deposited in PubChem BioAssay by several laboratories.
MEKK2wt PB1 HTS = raises or lowers MEK5 binding to wildtype human MEKK2 PB1 domain; binding response (% of control), % at 10 µM; bead flow cytometry, Alexa488-MEK5 binding to MEKK2 WT; actives lie on both sides; AID 1531; 290,000 compounds, 1.1% hits; Q9Y2U5; in the data active = binding response below about 67% or above about 130%
SUMO HTRF inh = inhibitors of human SUMOylation (UBC9) | 290,000 compounds, 0.36% hits | HTRF SUMOylation assay, SAE1/SAE2 + UBC9, in vitro | P63279 | inhibition, % at 35 µM | AID 2006; in the data active = inhibition above about 50%, passing the limit was not always enough; note: strong numbers were not always called active
MEKK3 PB1 HTS = modulators (inhibitors or enhancers) of MEK5 binding to human MEKK3 PB1 domain | Q99759 | bead-based flow cytometry, Alexa488-MEK5 binding to MEKK3; actives lie on both sides; 0 = blocked by unlabeled MEK5, 100 = vehicle | binding response (% of control), % at 10 µM | 290,000 compounds, 1.4% hits;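 active = binding response more than 3 SD above or below the average of its plate-row segment, actives on both sides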;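 note: Alexa488 bead fluorescence after subtracting the streptavidin-only scavenger bead signal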
p-CIP stab down = compounds decreasing mouse p/CIP protein stability | Q05BA5 | F442A p/CIP-EGFP cells, EGFP fluorescence, 16 h | decrease of EGFP signal, % at 10 µM | 290,000 compounds, 0.01% hits | AID 1984;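 active = EGFP signal decrease of at least 30% at 10 µM or well 3 SD below plate mean, unless failing retest; inactive = the rest, including hits failing retest or dose response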; note: some compounds called inactive have numbers as strong as hits; many of its hits are not listed in these tables
Target sequence (Q05BA5 1-1403): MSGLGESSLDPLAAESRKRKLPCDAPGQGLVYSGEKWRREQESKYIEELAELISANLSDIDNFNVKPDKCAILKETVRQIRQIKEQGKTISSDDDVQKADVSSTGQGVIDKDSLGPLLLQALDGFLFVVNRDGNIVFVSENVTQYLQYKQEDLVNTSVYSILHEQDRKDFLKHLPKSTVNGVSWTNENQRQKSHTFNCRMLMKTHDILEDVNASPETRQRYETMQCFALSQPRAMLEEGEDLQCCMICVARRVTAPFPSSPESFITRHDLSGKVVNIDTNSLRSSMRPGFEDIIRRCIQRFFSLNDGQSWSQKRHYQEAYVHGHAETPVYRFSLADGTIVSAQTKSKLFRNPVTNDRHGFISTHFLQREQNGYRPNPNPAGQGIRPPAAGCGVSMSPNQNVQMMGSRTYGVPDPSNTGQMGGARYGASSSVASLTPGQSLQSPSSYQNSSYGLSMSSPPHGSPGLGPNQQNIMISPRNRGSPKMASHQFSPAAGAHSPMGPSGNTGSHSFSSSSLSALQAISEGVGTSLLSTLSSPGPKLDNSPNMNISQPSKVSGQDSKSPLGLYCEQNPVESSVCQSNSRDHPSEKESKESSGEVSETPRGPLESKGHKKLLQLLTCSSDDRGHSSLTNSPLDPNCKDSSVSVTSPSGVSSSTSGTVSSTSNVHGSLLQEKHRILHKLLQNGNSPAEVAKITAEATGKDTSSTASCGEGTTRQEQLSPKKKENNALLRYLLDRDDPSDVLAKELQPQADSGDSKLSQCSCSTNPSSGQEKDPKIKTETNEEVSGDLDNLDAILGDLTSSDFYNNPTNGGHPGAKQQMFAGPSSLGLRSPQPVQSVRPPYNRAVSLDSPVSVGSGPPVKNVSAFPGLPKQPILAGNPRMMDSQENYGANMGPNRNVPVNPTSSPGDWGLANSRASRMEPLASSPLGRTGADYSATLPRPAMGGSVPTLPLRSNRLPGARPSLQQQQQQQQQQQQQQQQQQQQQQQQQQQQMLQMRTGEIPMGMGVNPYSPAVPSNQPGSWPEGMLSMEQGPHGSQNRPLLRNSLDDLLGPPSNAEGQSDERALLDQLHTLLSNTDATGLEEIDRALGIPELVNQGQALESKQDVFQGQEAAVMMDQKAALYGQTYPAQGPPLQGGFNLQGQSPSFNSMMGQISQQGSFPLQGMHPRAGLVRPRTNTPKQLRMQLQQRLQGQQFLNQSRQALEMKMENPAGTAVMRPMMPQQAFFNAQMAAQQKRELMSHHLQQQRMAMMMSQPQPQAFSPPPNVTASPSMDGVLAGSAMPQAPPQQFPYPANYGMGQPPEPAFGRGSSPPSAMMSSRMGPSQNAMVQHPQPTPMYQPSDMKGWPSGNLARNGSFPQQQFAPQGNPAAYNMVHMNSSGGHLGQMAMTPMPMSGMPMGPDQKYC
MEKK2 mut-MEK5 = signal of MEK5 binding to mutant human MEKK2 PB1 domain; percent response, % at 10 µM; bead flow cytometry, Alexa488-MEK5 binding to MEKK2 mutant; 290,000 compounds, 0.35% hits; in the data active = percent response above about 24%, passing the limit was not always enough; note: inactives centre near 1; some results filed as inactive read as strong as hits; reference of the scale not given here
IDE cell activ = activators of human insulin-degrading enzyme in cells; AID 493087; activation, % at 5.96 µM; HEK cells, FAbeta-B cleavage, fluorescence polarization; 0% vehicle, 100% cell-free pure enzyme wells; 340,000 compounds, 0.073% hits; P14735;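 active = activation above the mean of all tested compounds plus 3 SD, set per screening campaign, cut at about 17% in these data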
NALP1 inh = NALP1 inhibition | inhibition, % at 10 µM | AID 2071 | S. cerevisiae NALP1/ASC/caspase-1 growth, X-gal OD620, 72 h | 280,000 compounds, 0.61% hits; in the data active = inhibition mostly above about 24%, no sharp cut-off; inactive = mostly below about 32%; note: some compounds called inactive have numbers as strong as hits
PfM18AAP inh = PfM18AAP enzyme inhibition; inhibition, % at 7.35 µM; 290,000 compounds, 1.2% hits; recombinant PfM18AAP, H-Glu-NHMec fluorogenic cleavage;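 active = inhibition above the campaign mean inhibition over all tested compounds plus 3 SD, cut at about 28% in these data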;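 note: 0% = plate median of test compound wells and 100% = 2 mM ZnCl2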
IDE cell inh = inhibitors of human insulin-degrading enzyme in cells | P14735 | HEK cells, FAbetaB cleavage, fluorescence polarization | inhibition, % at 5.59 µM | 320,000 compounds, 0.41% hits | AID 434962;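 active = percent inhibition above the average of all tested compounds plus 3 SD, set per screening campaign, cut at about 16% in these data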;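 note: IDE supplied by intact live HEK cells; FP after avidin binding of uncleaved biotin substrate so inhibition keeps polarization high; 0% = DMSO wells and 100% = 60 µM reference IDE inhibitor Ii1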
The depositor's hits bear a star; x = not tested or not shown; [ ] = remark or other dose.

SMILES	MEKK2wt PB1 HTS	SUMO HTRF inh	MEKK3 PB1 HTS	p-CIP stab down	MEKK2 mut-MEK5	IDE cell activ	NALP1 inh	PfM18AAP inh	IDE cell inh
CCOc1ccc(NCc2nc3ccccc3n2CCOc2ccccc2)cc1	107	-10	110	-2	-1	5	19	-4	3
COc1ccc(NC(=O)C2CCN(c3nc(C)nc4c3CCC4)CC2)cc1	103	5	95	-15	-2	0	7	x	2
CCOC(=O)C1(C)NC(c2ccc(OC)cc2OC)C2C(=O)N(CC)C(=O)C21 (stereo unspecified)	98	4	102	-10	-1	1	7	-4	1
O=C(c1ccc(=O)[nH]n1)N1CCc2ccccc2C1	88	19	87	10	-15	6	19	2	0
Cc1cc(=O)n2nc(N3CCC(C(=O)NCc4ccco4)CC3)sc2n1	99	-3	98	-8	2	5	-242	4	0
Cc1sc2ncnc(N3CCN(Cc4ccccc4)CC3)c2c1-c1ccc(F)cc1	105	1	104	0	1	-1	-3	8	3
Cc1ccn(C(=O)c2ccc(NC(=O)C3CCCCC3)cc2)n1	100	-25	99	17	-4	1	x	6	2
CCC(C)N(C(=O)c1csnn1)C(C(=O)NC1CCCC1)c1ccccc1F (stereo unspecified)	97	6	102	-15	-3	-4	24	1	2
COCCOC(=O)c1c(NC(=O)CN2CCOCC2)sc(C(N)=O)c1C	91	11	81	-10	-2	-2	-1	-2	2
Cc1cc(C)n2nc3ccccc3c2n1	87	14	80	9	-8	0	25*	10	1
CCN(c1ccccc1)S(=O)(=O)c1cc(NC(=O)COC(=O)C2CC2)ccc1Cl	104	5	106	7	6	0	2	3	4
COC(=O)c1ccc(NC(=O)c2cccc(NC(=O)c3ccccc3)c2)cc1	108	12	104	-12	4	-4	3	-1	3
Nc1nc(-c2cc(O)ccc2[N+](=O)[O-])cc(-c2ccccc2)c1[N+](=O)[O-]	97	98*	98	-13	0	5	0	46*	x
O=C(Cc1ccc(Br)cc1)c1ccc(O)cc1O	97	2	91	11	-4	4	-5	21	2
Cc1cc(=O)n2nc(N3CCCC(C(=O)NCc4ccc5c(c4)OCO5)C3)sc2n1 (stereo unspecified)	100	5	100	0	7	3	7	-8	2
COCCNc1ccc([N+](=O)[O-])cc1C(=O)NC1CCCc2ccccc21 (stereo unspecified)	96	16	100	-6	-1	3	-6	0	-12
CS(=O)(=O)N1CCC(C(=O)Nc2ccc(C(N)=O)cc2)CC1	107	22	107	-12	7	2	4	3	2
COCc1cc(C)nc(SCC(=O)Nc2ccc3c(c2)n(C)c(=O)n3C)c1C#N	103	7	98	-2	1	0	2	-7	5
O=C(Nc1cnccn1)Nc1ccccc1F	104	1	101	3	4	3	8	-1	0
CCOC(=O)c1cc2c(ccn2C)n1CC(=O)N1CCN(c2ccccc2OC)CC1	104	28	103	-6	5	x	7	-1	x
COc1cc(OC)cc(C(=O)NCC(=O)OCC(=O)NC(C)(C)C)c1	106	16	97	1	13	4	0	-2	-1
COc1cccc(-c2cc(C(=O)NCCc3ccccc3)no2)c1	102	-17	98	3	5	2	-5	0	-2
O=C(Nc1ccon1)c1ccc2c(c1)OCO2	70	2	55	4	-13	3	30	-3	4
Clc1cccc(Cl)c1CSc1cc2c(nn1)-c1ccccc1CC2	102	3	104	-12	-1	3	6	0	0
CC(C)c1ccc(Cc2nnc(NCCCO)[nH]c2=O)cc1	99	-2	99	6	-8	7	20	-5	2
O=C(NC1CCCCC1)C(c1ccco1)N(C(=O)c1csnn1)c1ccccc1 (stereo unspecified)	103	0	101	3	2	2	12	2	2
CC(NC(=O)c1cccnc1Sc1ccccc1)c1ccc(S(N)(=O)=O)cc1 (stereo unspecified)	98	10	100	-3	-1	2	-3	-10	-1
O=C(CN(Cc1ccccc1Cl)C(=O)Cn1nnc(-c2cccs2)n1)NCC1CCCO1 (stereo unspecified)	103	18	104	-6	3	2	6	-3	1
CCN(CC)S(=O)(=O)c1ccc(N2CCCC2)c(NC(=O)Cc2cc(OC)c(OC)c(OC)c2)c1	96	26	97	-7	2	4	8	3	1
O=C(Cc1noc2ccccc12)Nc1ccc2ccccc2c1	109	-19	106	4	5	-4	0	-1	-2
COC(=O)C(Sc1nc(C)cc(C)c1C#N)c1ccccc1 (stereo unspecified)	101	10	105	-16	1	5	0	2	-2
COc1ccc([C@@H]2C[C@H](c3ccccc3)Oc3cc(OC)c(OC)c(OC)c32)cc1	90	-10	95	1	-4	7	x	x	2
Fc1ccc2nc(N3CCOCC3)sc2c1	101	4	74	3	1	4	-1	-2	0
Cc1ccc(/C=N/NC(=O)c2cccs2)s1	100	24	103	-9	-1	6	0	-20	7
COc1ccc(OC(C)C(=O)Nc2ccc(F)cc2F)cc1 (stereo unspecified)	93	22	94	8	-2	0	18	1	0
COc1ccccc1C1C2=C(CC(C)(C)CC2=O)N(CC(=O)O)C2=C1C(=O)CC(C)(C)C2	113	25	109	-15	8	5	5	8	5
COc1cc(/C=C2/C(=O)ON=C2C)ccc1OCc1ccccc1F	105	2	107	-8	7	-2	0	11	1
CSc1nc(Oc2ccc3ccccc3c2)c2sccc2n1	104	-15	103	-2	1	0	28	-15	3
Cc1ccc(NC(=S)NCC2CCCO2)cc1 (stereo unspecified)	100	-10	102	0	10	-2	33*	4	0
Cc1c(C(=O)Nc2ccc(OC(F)(F)F)cc2)sc2nc3n(c(=O)c12)CCC3	100	-1	99	-20	0	-1	5	0	-3

Structures listed above shown as hits in NALP1 inh.
SMILES	MEKK2wt PB1 HTS	SUMO HTRF inh	MEKK3 PB1 HTS	p-CIP stab down	MEKK2 mut-MEK5	IDE cell activ	NALP1 inh	PfM18AAP inh	IDE cell inh
Cc1cc(C)n2nc3ccccc3c2n1	87	14	80	9	-8	0	25*	10	1
Cc1ccc(NC(=S)NCC2CCCO2)cc1 (stereo unspecified)	100	-10	102	0	10	-2	33*	4	0

Additional structures
SMILES	MEKK2wt PB1 HTS	SUMO HTRF inh	MEKK3 PB1 HTS	p-CIP stab down	MEKK2 mut-MEK5	IDE cell activ	NALP1 inh	PfM18AAP inh	IDE cell inh
CCN(CC)C(=O)c1cc(S(=O)(=O)N2CCCCC2)c[nH]1	105	11	101	-17	7	-1	8	6	-4
CC1CC(C)CN(CCCNS(=O)(=O)c2ccc3c(c2)CCN3C(=O)C2CC2)C1 (stereo unspecified)	99	0	96	0	3	6	14	-4	6
CC/C(=N\NC(=O)c1ccc(-c2ccccc2)cc1)C12CC3CC(CC(C3)C1)C2	97	15	101	3	-2	2	-5	7	2
CCCc1nn2c(=O)cc(COc3cccc(NC(=O)c4ccco4)c3)nc2s1	99	1	95	-3	1	6	3	2	2
Cc1nn(C(C)C)c(C)c1CN1CCC(C(=O)Nc2cccc(-c3cccc(F)c3)c2)CC1	135*	-4	99	-10	9	2	3	1	4
COc1cccc(C(=O)NCC(=O)N/N=C/c2cccc(OC(=O)c3ccc([N+](=O)[O-])cc3)c2)c1	101	3	98	-6	-4	3	40	3	-3
COc1ccc(C(=O)Nc2cccc(NC(C)=O)c2)cc1OC	91	2	100	8	-4	3	16	-4	-3
COCCSc1ccccc1C(=O)Nc1ccc(Cl)cc1	105	20	104	-5	3	-18	2	4	8
O=C1CSC(=Nc2ccc(O)cc2)N1	103	18	101	-5	6	6	7	-7	-3
CCOc1cc(CNC(C)(C)CO)cc(Br)c1OCc1ccc(Cl)cc1Cl	262*	-21	117	-4	75*	7	0	-2	-8
O=C(CCCc1nc2ccccc2s1)NCc1ccc(F)cc1	98	-7	93	6	-3	5	30	3	0
FC(F)(F)c1nc2ccccc2n1CCNc1nc(CN2CCCCC2)cs1	97	6	95	-15	-6	5	33	-15	0
Cc1ccc(NC(=O)CS(=O)CC(=O)Nc2cccc(C)c2C)cc1F (stereo unspecified)	107	5	121	-7	5	1	-3	1	-1
Cc1noc(NS(=O)(=O)c2ccc(N/C=C\C(=O)c3ccc4c(c3)OCO4)cc2)c1C	105	-2	109	5	7	6	-6	5	-1
CC(C)Cn1c(=O)c2c(nc3n2CC(C)CN3Cc2ccccc2)n(C)c1=O (stereo unspecified)	105	4	103	-6	5	-4	-1	4	4
COc1ccc(S(=O)(=O)N2CCCCC2)cc1NC(=O)c1ccc2ccccc2n1	97	14	103	7	0	-1	22	-2	-6
CCN(CC)S(=O)(=O)c1ccc(OC)c(NC(=O)COc2ccc3c(C)cc(=O)oc3c2)c1	115	-89	95	-1	12	-3	24	0	0
COc1ccc(C)cc1-n1c(=O)c2ccccc2c2ccccc2c1=O	102	7	105	3	0	11	0	0	x
Cc1ccc(C(=O)N/N=C\c2cccs2)cn1	108	-17	103	4	9	-6	-10	-2	-1
COc1cccc(CN(C)C(=O)c2cc(-c3ccc(OC)c(OC)c3)nc3ccccc23)c1	98	-1	101	-12	-3	3	11	-1	x
CN1CCN(S(=O)(=O)c2ccc(N(C)CC(=O)Nc3ccc(F)cc3)nc2)CC1	98	x	90	x	-3	x	x	-8	2
O=C(/C=C/c1ccc(Cl)cc1)N(Cc1ccccc1)C1CCS(=O)(=O)C1 (stereo unspecified)	116	-4	100	2	11	3	17	1	4
O=c1cc(CO)oc(C(Nc2ccccn2)c2ccc(F)cc2)c1O (stereo unspecified)	97	0	100	-1	-4	1	34	2	-1
CCOc1ccc(NC(=O)C(CC)NC(=O)c2ccccc2CO)cc1 (stereo unspecified)	109	9	106	-4	5	5	13	-3	7
COc1ccc(CCC(=O)NNC(=O)c2ccc(F)cc2)cc1	104	-6	105	-5	1	4	10	-3	-5
CCN(CC)C(=O)c1cc([N+](=O)[O-])cc2c1-c1ccc([N+](=O)[O-])cc1C2=C(C#N)C#N	97	15	97	1	-2	4	-3	6	-1
CCOc1ccc(NC(=O)Cn2nnc(-c3ccccc3NC(=O)C3CC3)n2)cc1	105	-2	104	-12	3	-4	5	-13	-2
OCCNc1nc(Nc2ccccc2OC(F)(F)F)nc(N2CCCC2)n1	96	x	101	x	-7	-1	x	x	-2
COc1ccc(C(=O)NCC(=O)OCC(=O)NC2CCCC2)cc1	91	5	99	0	-13	6	13	-6	-2
COc1ccc(C2C(C(=O)Nc3cc(C)on3)c3ccccc3C(=O)N2C)cc1OC (stereo unspecified)	0.0*[inhibitor]	31	0.0*[inhibitor]	-8	-15	3	-15	-4	0
CCC(C)NC(=O)Cn1c(-c2ccccc2)cc(C(C)=O)c1C (stereo unspecified)	99	24	97	-9	1	1	8	6	-1
Cc1cccc(C)c1NC1=NCCCCC1	99	4	96	11	-5	2	-5	-10	7
CCOC(=O)c1c(S(=O)(=O)NCCCc2ccco2)c(C)n(C)c1C	104	5	103	3	4	1	5	1	2
O=C(CS(=O)CC(=O)N(c1ccccc1)C(C(=O)NC1CCCC1)c1cccs1)Nc1ccc(F)cc1 (stereo unspecified)	100	2	101	-1	3	10	31	2	3
Cc1cc2ccccn2c1C(=S)NC(=O)c1ccccc1	82	7	86	4	-3	2	21	7	4
COc1cc(NC(=O)c2cc(C)no2)cc(OC)c1OC	104	6	102	-13	3	5	-12	-1	5
NC(N)=N/N=C/c1ccc(Cl)c([N+](=O)[O-])c1	109	10	102	-3	0	2	10	-4	0
CC(CCc1ccccc1)NC(=O)CNc1cccc([N+](=O)[O-])c1 (stereo unspecified)	105	-4	104	4	2	3	4	-9	-3

Not all compounds are listed. The share of hits here may be higher or lower than overall.
